CAL PDZ FP-1 – CAL PDZ (human) peptide binding inhibition. Q9HD26. purified CAL PDZ, TMR-peptide fluorescence polarization, 1 h. inhibition, % at 24.9 µM. 300,000 tested, 0.92% active. AID 602252;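 active = mean inhibition of at least 30% with at least half of replicates also reaching 30%; inconclusive = no clear call, values can overlap the other calls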;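 also: 0% = DMSO neutral control and 100% = excess unlabeled competitor peptide PRC23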
E coli growth – counter-screen for AddAB inhibitors: E. coli growth inhibition | E. coli V3065 growth, OD600 absorbance, 18 h | inhibition, % at 11.9 µM | 330,000 tested, 0.27% active | AID 449728;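 active = inhibition above the campaign's mean inhibition across all tested compounds plus 3 SD, cut at about 9.9% in these data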;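 also: uninfected addAB+ strain grown without phage in ampicillin broth; 0% = DMSO wells and 100% = ciprofloxacin 0.95 µg/ml wells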
phage Ecoli inh – E. coli growth loss with phage present | growth absorbance | inhibition, % at 11.9 µM | 360,000 tested, 0.26% active | AID 651602; in the data active = inhibition above about 11%
Tat transport – inhibitors of E. coli Tat protein transport; 340,000 tested, 0.036% active; inhibition, % at 10 µM; E. coli MC4100 TorA-mCherry Tat export, fluorescence;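 active = mean replicate inhibition at least 50% and at least half of replicates individually reaching 50%; inconclusive = only one of the two criteria met; inactive = neither criterion met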;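 also: exported cargo escapes ClpAP degradation while cytoplasmic cargo is degraded and loses fluorescence; 0% = median of neutral control wells and 100% = median of NaSCN control wells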
MITF TRPM1 HTS – activators of MITF-driven TRPM1 promoter activity in SK-MEL-5 cells; SK-MEL-5 TRPM1-promoter luciferase, 24 h; % of positive control, neutral wells = 0; activation, % at 12.5 µM; 300,000 tested, 0.75% active;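 active = mean activation of at least 80% with every replicate also reaching 80%; inconclusive = mean reaches 80% but some replicate falls short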;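 also: 0% = neutral control wells and 100% = parthenolide positive control wells; values of inactives mirror those of a sister screen read the other way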
SR-BI DiI inh – inhibitors of mouse SR-BI mediated HDL lipid uptake; 320,000 tested, 0.96% active; inhibition, % at 12.5 µM; ldlA[mSR-BI] CHO cells, DiI-HDL uptake fluorescence, 3 h;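 active = mean replicate inhibition of at least 70% and a set share of replicates each scoring 70 or more; inconclusive = meets just one of the two criteria; inactive = fails both criteria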;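 also: 0% = median of neutral control wells and 100% = median of positive control wells; values of inactives mirror those of a sister screen read the other way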
Target sequence (Q61009 whole entry, looked up): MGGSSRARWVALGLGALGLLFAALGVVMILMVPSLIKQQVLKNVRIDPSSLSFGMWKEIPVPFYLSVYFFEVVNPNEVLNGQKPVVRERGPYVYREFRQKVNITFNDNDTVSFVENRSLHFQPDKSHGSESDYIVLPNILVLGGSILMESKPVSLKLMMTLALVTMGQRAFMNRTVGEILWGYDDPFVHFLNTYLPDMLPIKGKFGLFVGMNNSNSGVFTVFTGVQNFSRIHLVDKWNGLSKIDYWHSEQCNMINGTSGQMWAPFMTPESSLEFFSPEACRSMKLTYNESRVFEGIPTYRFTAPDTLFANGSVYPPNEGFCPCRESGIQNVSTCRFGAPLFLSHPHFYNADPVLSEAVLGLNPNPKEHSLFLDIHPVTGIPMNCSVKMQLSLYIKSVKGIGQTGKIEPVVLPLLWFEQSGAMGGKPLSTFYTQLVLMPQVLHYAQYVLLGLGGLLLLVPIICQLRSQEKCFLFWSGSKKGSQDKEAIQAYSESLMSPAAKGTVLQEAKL
Wnt act – activators of Wnt/beta-catenin signaling. Wnt/beta-catenin reporter cell assay, activator, plate reader. activation, % at 9.35 µM. 300,000 tested, 1.2% active; in the data active = activation above about 30%, passing the limit was not always enough; inconclusive = no clear call, values can overlap the other calls;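 also: 0% = neutral control wells and 100% = positive control wells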
CAL PDZ FP-2 – blocks peptide binding to human CAL PDZ domain | AID 504414 | inhibition, % at 20 µM | Q9HD26 | purified CAL PDZ, TMR-peptide fluorescence polarization, 1 h | 330,000 tested, 0.02% active;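 active = highest replicate inhibition of at least 40%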;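 also: plate controls were DMSO neutral control wells for no effect and unlabeled competitor peptide control wells for full effect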
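Assay system – tagged CAL PDZ protein CerCALP, purified · Timing – 1 h at RT · Compound – single point, 20 µM · Measured by – fluorescence polarization from S- and P-plane intensities, G-factor corrected · Evaluation – inhibition from polarization loss · Probe or stimulus – TMR reporter peptide T*-PRC34 · Buffer or medium – pH 7.4 phosphate-saline buffer, reducing agent, detergent, IgG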
AddAB inh – less growth of phage-infected E. coli with AddAB | E. coli expressing H. pylori AddAB, absorbance growth | AID 435030 | 330,000 tested, 0.29% active | inhibition, % at 11.9 µM; in the data active = inhibition above about 12%;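 also: 0% = vehicle wells of infected cells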
SR-BI uptake up – enhances SR-BI lipid uptake from DiI-HDL; activation, % at 12.5 µM; CHO ldlA[mSR-BI] cells, DiI-HDL uptake fluorescence, 3 h; 100 = double the neutral-control signal; 320,000 tested, 0.096% active;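 active = mean replicate activation of at least 60% and every replicate at or above 60%; inconclusive = mean or all-replicate condition met, but not both; inactive = mean below 60% and not all replicates reaching 60%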;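 also: 0% = median plate neutral-control signal and 100% = twice that signal; values of inactives mirror those of a sister screen read the other way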
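Assay system: CHO ldlA[mSR-BI] cells, LDL receptor-null, SR-BI overexpressing; medium: Ham's F12 with 0.5% BSA, HEPES 25 mM, pH 7.4; also added: DiI-HDL 10 µg/mL; timing: 3 h uptake period with compound, 37 °C; signal: DiI fluorescence, bottom read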
An asterisk follows results filed as active; ? = inconclusive; . = no result given.

Molecule	AddAB inh	MITF TRPM1 HTS	phage Ecoli inh	CAL PDZ FP-2	Wnt act	SR-BI uptake up	Tat transport	CAL PDZ FP-1	SR-BI DiI inh	E coli growth
O=C(N1CCc2cc(S(=O)(=O)NC[C@H]3O[C@@H](n4ccc(=O)[nH]c4=O)[C@H](O)[C@@H]3O)ccc2C1)C(F)(F)F	.	-13.1	2.5	0.2	3.0	9.8	-7.7	-5.6	-9.8	.
Cc1ccc(S(=O)(=O)N(C)C[C@@H]2Oc3c(NS(C)(=O)=O)cccc3C(=O)N([C@H](C)CO)C[C@@H]2C)cc1	4.0	3.8	1.7	-0.1	-0.8	10.6	-5.6	-1.6	-10.6	0.4
CC(=O)N1CCc2cc(S(=O)(=O)N3CCCCC3C)ccc21 (centres undefined)	2.0	-6.8	2.3	-2.0	0.5	.	3.9	-3.4	1.3	0.4
CC1(C)CC(=O)C2=C(C1)N(Cc1cccnc1)C(=O)C2(NC(=O)c1ccc(F)cc1)C(F)(F)F (centres undefined)	1.6	-0.1	1.2	-0.3	0.9	26.4	10.6	3.6	-26.4	1.0
Cc1ccc(-c2csc(NC(=S)NC(=O)c3ccco3)n2)cc1	1.4	0.4	1.3	1.0	.	0.1	-13.1	12.1	-0.1	-0.8
CC(OC(=O)c1cccc([N+](=O)[O-])c1)C(=O)NCc1ccc2c(c1)OCO2 (centres undefined)	0.4	-3.8	2.9	0.3	-0.6	22.0	0.5	7.0	-22.0	0.9
CN(c1ccc(C(=O)NCc2cccs2)cc1)S(=O)(=O)c1ccccc1	-0.2	6.7	-1.1	-0.8	-3.1	-10.3	0.2	0.3	10.3	-0.4
CCOc1c(Cl)cc(C(=O)Nc2ccccc2-c2ccccc2)cc1Cl	-1.4	3.0	2.9	-1.0	.	-48.7	-0.1	-2.7	48.7	-0.9
O=C1CSCN1c1ccc(Cl)c(Cl)c1	2.6	11.1	4.6	-2.6	-4.5	7.7	0.6	6.7	-7.7	3.6
CCCCc1nnc(NC(=O)c2ccc(N3CCCC3=O)cc2)s1	0.8	-2.3	5.7	-3.9	1.2	-16.1	-0.4	3.2	16.1	3.4
COc1ccc(NC(=O)c2ccc3c(c2)n(C)c(=O)n3C)cc1	2.3	-12.5	3.3	-1.1	-0.4	.	7.3	.	.	4.6
COc1ccc(-c2sc3cc4c(cc3c2-c2ccc(OCCN3CCOCC3)cc2)OCO4)cc1	3.0	13.5	1.8	-0.8	-5.0	-12.2	3.2	-7.6	12.2	0.4
CCOC(=O)C1=C(N)OC2=C(C(=O)CC(C)(C)C2)C1c1ccoc1 (centres undefined)	-3.6	-1.5	1.6	0.8	.	-13.1	-1.2	-1.3	13.1	-0.1
CC(=O)c1c(C)[nH]c(C(=O)Nc2ccccc2N2CCOCC2)c1C	2.7	-5.6	1.2	0.5	-2.2	-46.4	?	8.2	46.4	-0.2
COc1ccc(/C=C/C(=O)Nc2ccncc2)cc1OC	4.6	17.2	3.5	-3.8	-0.8	-31.1	-6.7	16.1	31.1	3.2
O=C(O)CCC(=O)NCc1ccc(C(=O)O)cc1	2.0	.	1.1	-2.2	-0.5	-1.2	-1.7	-2.6	1.2	0.6
O=S(=O)(c1cccc(-c2csc(-c3cccnc3)n2)c1)N1CCOCC1	0.9	4.3	1.2	-3.4	0.8	.	-1.2	-1.4	.	1.3
Cn1cc(CN2CCC(Oc3ccc(C(=O)N4CCCCC4)cc3)CC2)cn1	3.9	7.8	2.8	0.1	-3.9	-8.9	0.5	.	8.9	1.9
Cc1cc(C)nc(N/N=C/c2ccccc2OCc2ccc(Br)cc2)n1	-0.3	4.3	6.3	0.4	-1.5	5.2	4.6	-9.1	-5.2	-0.6
CN(C(=O)COC(=O)c1ccc2c(c1)OCO2)C1CCS(=O)(=O)C1 (centres undefined)	-0.3	3.3	4.0	0.8	.	-4.3	6.9	1.2	4.3	0.0
Cc1ccc(NC(=O)c2cnn(-c3ccccc3)c2C)cc1	1.3	.	4.8	0.0	21.6	-10.0	-6.1	-4.3	10.0	-0.4
O=C(NC1CCCCC1)Oc1cc2oc(=O)sc2cc1Br	1.5	.	1.5	-1.2	16.2	.	-2.5	0.5	.	3.1
N#CC1=C(N)Oc2n[nH]c(-c3cccs3)c2C1c1ccco1 (centres undefined)	2.8	-8.4	1.9	-1.0	.	2.8	-1.2	-2.8	-2.8	2.0
CN=c1scc(-c2ccc(OC)cc2)n1/N=C(\C)c1cccnc1	3.0	-10.3	3.0	-1.5	7.2	-68.5	7.2	-4.4	68.5	1.8
O=c1c2ccccc2nnn1CSc1nc2ccccc2c(=O)n1Cc1ccco1	1.6	-8.1	1.5	-0.6	.	-2.6	5.1	1.6	2.6	-2.0
O=C1CC(N2CCN(c3ccccn3)CC2)C(=O)N1c1ccc(Cl)cc1 (centres undefined)	0.2	-9.1	4.3	0.0	-0.6	0.7	-6.5	4.5	-0.7	0.8
CCn1c(SCC(=O)NC2CCCC2)nnc1-c1ccoc1C	2.5	-24.5	-0.6	-1.4	-3.5	-3.8	0.5	-2.7	3.8	4.9
CC(=O)Nc1ccc(S(=O)(=O)NC2=NCN(c3cccc([N+](=O)[O-])c3)CN2)cc1	2.5	-11.5	1.2	-0.2	-0.8	-7.0	-1.5	-3.8	7.0	1.6
CCNC(=O)NC(=O)CSc1ccccc1F	0.3	-0.2	2.8	-2.1	.	12.9	0.0	1.7	-12.9	0.7
Cc1ccc(CSc2ccc3nnc(-c4ccccn4)n3n2)cc1	4.0	1.7	4.3	-1.2	-1.2	-5.4	3.6	-5.7	5.4	-1.7

Looked up above.
Cc1ccc(-c2csc(NC(=S)NC(=O)c3ccco3)n2)cc1 in AddAB inh has 1.4
COc1ccc(-c2sc3cc4c(cc3c2-c2ccc(OCCN3CCOCC3)cc2)OCO4)cc1 in E coli growth has 0.4

Additional entries.
Molecule	AddAB inh	MITF TRPM1 HTS	phage Ecoli inh	CAL PDZ FP-2	Wnt act	SR-BI uptake up	Tat transport	CAL PDZ FP-1	SR-BI DiI inh	E coli growth
c1ccc2nc3c(cc2c1)CCCCC3	2.0	29.7	1.4	-1.1	11.1	-23.1	-1.8	-9.6	23.1	-0.6
CC(NC(=O)CN1CCCC1)c1ccccc1 (centres undefined)	3.5	.	-2.9	0.1	-0.1	13.4	-10.8	-0.9	-13.4	-0.9
COc1ccc(-c2[nH]ncc2CN2CCC(OCc3ccccc3)CC2)c(F)c1	3.4	16.2	2.9	0.1	-1.3	17.7	-3.9	2.0	-17.7	1.3
O=C(CSc1n[nH]c(=O)n1C1CC1)Nc1ccc(Cl)c(Cl)c1	1.1	7.6	2.7	-0.9	0.5	-5.7	23.0	-2.8	5.7	-2.4
O=C(COc1ccc(Br)cc1F)NC1CC1	0.9	46.8	-1.3	0.0	2.2	4.9	4.8	.	-4.9	4.2
C=CCNC(=O)NC(=O)COC(=O)/C=C/c1cccc([N+](=O)[O-])c1	-0.3	-11.5	0.3	-1.0	1.0	-7.2	3.6	1.0	7.2	-2.3
Cc1ccc(NC(=O)c2cccc(S(=O)(=O)N3CCCc4ccccc43)c2)nc1	1.4	-28.5	4.4	-0.9	-7.7	-26.1	5.2	44.8*	26.1	-1.8
Cc1cccc(NC(=S)NC(=O)CCc2ccccc2)c1	-1.6	13.0	1.4	-0.3	.	-10.1	12.2	-4.5	10.1	0.2
COc1ccc(Cn2ccnc2SCC(=O)Nc2ccccc2OC)cc1	0.3	-17.4	1.5	-3.0	-1.9	13.6	1.8	-3.2	-13.6	-0.7
COC(=O)/C(=C/c1ccco1)NC(=O)c1ccccc1	4.3	4.5	1.3	-1.6	-2.8	7.5	?	-2.3	-7.5	0.0
CCC(=O)N(C)CCc1cc2c(c(OC)c1/C=N/NC(=O)c1ccncc1)OCO2	5.9	.	0.8	-2.6	2.2	-16.6	1.4	.	16.6	1.5
O=C(CSC1CS(=O)(=O)c2cc([N+](=O)[O-])ccc21)NNC(=O)c1ccccc1 (centres undefined)	0.1	.	1.4	-1.0	1.2	6.6	2.5	.	-6.6	-0.9
COc1ccc2oc(=O)c(C(=O)NCc3ccccn3)cc2c1	2.0	17.2	3.0	-1.0	.	0.9	-9.2	-5.4	-0.9	-0.6
Cc1ccc(C(=O)Nc2c(C(=O)NCc3ccco3)cnn2-c2ccccc2)cc1	1.1	-8.0	0.5	-2.2	.	4.5	0.1	-2.9	-4.5	-3.0
c1ccc2[nH]c(CCCc3nc4ccccc4[nH]3)nc2c1	1.0	.	1.0	-2.3	2.0	16.6	7.2	-1.9	-16.6	1.8
Cc1cc2oc3c(c(=O)c2cc1C)C(c1ccc(F)cc1)N(CCCN1CCOCC1)C3=O (centres undefined)	-2.1	-5.5	0.5	-1.7	-0.6	2.1	2.8	.	-2.1	-2.1
COCCCN(C(=O)C1CCC1)c1c(N)n(Cc2ccccc2)c(=O)[nH]c1=O	-0.1	-8.5	4.8	0.9	-2.6	15.0	2.1	-0.8	-15.0	0.2
Cc1ccc(C(=O)Nc2ccc3c(c2)OCCO3)cc1	.	.	2.2	0.4	1.1	-6.9	-2.4	-0.2	6.9	.
